# E coli Lon inh: inhibitors of E. coli Lon protease, primary screen, biochemical, fluorescence polarization; purified E. coli Lon protease; inhibition, % at 7.94 µM; hit rate 0.42% among 360,000; AID 602123, 2011; in the data active = inhibition above about 13%, passing the limit was not always enough;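 note: 0% = enzyme with probe and DMSO and 100% = no enzyme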
# MT1-MMP act inh: blockers of MT1-MMP proenzyme processing, primary screen, HT1080 RFP-PRO-GFP cells, GFP/RFP fluorescence; Matrix metalloproteinase-14 (Homo sapiens), P50281; GFP/RFP ratio fluorescence, overnight; percent of plate control window, DMSO zero; GFP/RFP ratio change, % at 20 µM; hit rate 0.061% among 360,000; AID 651647, 2012;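 active = GFP/RFP ratio change of at least 30% with cell ATP level not reduced by more than half and red fluorescence within 50% of control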; note: strong numbers were not always called active
#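 Compound: 20 µM single dose, 1% DMSO / System: HT1080 RFP-PRO-GFP cells / Controls: DMSO and RFP-L50D-GFP cell wells / Read-out basis: GFP/RFP fluorescence ratio / Schedule: overnight compound exposure at 37 °C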
# Rpn11 inh: Rpn11 (PSMD14) deubiquitinase inhibitors, primary screen, biochemical, fluorescence polarization, uHTS | human 26S proteasome, Ub4-pepOG fluorescence polarization; 20S core pre-blocked with epoxomicin | calls only at 20 µM | hit rate 0.59% among 360,000;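 active = inhibition at 20 µM, scaled to each plate's controls, above about 33%, limit read from the data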
# CSN deneddyl inh: inhibitors of CSN-mediated cullin deneddylation, primary screen, biochemical, fluorescence polarization, uHTS | COP9 signalosome complex subunit 5 (Homo sapiens), Q92905 | Purified CSN, SCF-Nedd8-OG deneddylation | inhibition, % at 12.5 µM | hit rate 0.38% among 360,000 | AID 651999, 2013;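 active = pattern-corrected inhibition above about 35%, with an unprinted fluorescence ratio check between 0.5 and 1.5, limit read from the data, passing the limit was not always enough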;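 note: 0% = enzyme with substrate and 100% = substrate without enzyme; some results filed as inactive read as strong as hits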
# Target sequence (Q92905 whole entry, looked up, one chain of several): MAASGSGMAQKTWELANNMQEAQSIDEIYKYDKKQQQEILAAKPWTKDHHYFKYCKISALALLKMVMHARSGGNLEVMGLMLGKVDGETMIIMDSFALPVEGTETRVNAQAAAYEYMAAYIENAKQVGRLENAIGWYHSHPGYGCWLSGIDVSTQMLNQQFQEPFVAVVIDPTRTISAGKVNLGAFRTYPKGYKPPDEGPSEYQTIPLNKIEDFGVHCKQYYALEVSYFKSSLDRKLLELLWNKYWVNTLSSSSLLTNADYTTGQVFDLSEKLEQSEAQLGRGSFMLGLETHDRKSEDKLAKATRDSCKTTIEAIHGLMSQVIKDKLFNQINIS
#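 Material: human Csn5 produced in HEK293T cells; Input: enzyme 0.24 nM; Reagent: SCFSkp2-Nedd8OG substrate at 10 nM final; Dosing: 12.5 µM compound; Incubation: 90 min reaction at room temperature; Detection: fluorescence polarization of the substrate; Evaluation: % inhibition of substrate cleavage by Csn5; Control set: substrate-only high control, full reaction low control.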
# Rin1 Abl inh: inhibitors of Rin1-Abl protein binding, primary screen, biochemical, TR-FRET; Tyrosine-protein kinase ABL1 (Homo sapiens) + Ras and Rab interactor 1 (Homo sapiens), …; inhibition, % at 7.35 µM; hit rate 0.4% among 360,000; AID 588664, 2011; in the data active = inhibition above about 5%, passing the limit was not always enough
# MsrA inhibitor: bovine MsrA enzyme inhibitors, primary screen, biochemical, absorbance, HTS | Methionine sulfoxide reductase A (Bos taurus) | purified bovine MsrA, absorbance read-out | inhibition, % at 15.5 µM | hit rate 0.75% among 360,000; in the data active = inhibition above about 4.5%;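 note: 0% = vehicle wells with enzyme and 100% = reference inhibitor wells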
# MsrA act: bovine MsrA enzyme activators, primary screen, biochemical, absorbance, HTS; Methionine sulfoxide reductase A (Bos taurus); purified bovine MsrA, absorbance read-out; activation, % at 10.6 µM; hit rate 0.3% among 360,000; AID 602163, 2012; in the data active = activation above about 7.5%;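 note: 0% = vehicle and 100% = reference activator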
# FAS-TE inh: FAS thioesterase domain inhibitors, primary screen, biochemical, fluorescence intensity, uHTS. recombinant FAS-TE, OMFH fluorogenic substrate, fluorescence endpoint. AID 602261, 2012. Fatty acid synthase (Homo sapiens), P49327. hit rate 0.67% among 360,000. inhibition, % at 15 µM;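 active = compounds whose normalised, plate-corrected inhibition of enzyme fluorescence in the single-dose primary screen is 50% or more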;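 note: 0% = DMSO with enzyme and 100% = substrate without enzyme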
# PABP1 MLLE inh: inhibitors of PABP1 MLLE–PAM2 peptide binding, primary screen, biochemical, fluorescence polarization, FITC-PAM2, GST-MLLE | Polyadenylate-binding protein 1 (Homo sapiens), P11940 | inhibition, % at 20 µM | hit rate 0.36% among 360,000 | AID 588489, 2011; in the data active = inhibition above about 35%, passing the limit was not always enough;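 note: plate controls were DMSO wells with GST-MLLE for no effect and wells lacking GST-MLLE protein for full effect; some results filed as inactive read as strong as hits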
# Target sequence (P11940 whole entry, looked up): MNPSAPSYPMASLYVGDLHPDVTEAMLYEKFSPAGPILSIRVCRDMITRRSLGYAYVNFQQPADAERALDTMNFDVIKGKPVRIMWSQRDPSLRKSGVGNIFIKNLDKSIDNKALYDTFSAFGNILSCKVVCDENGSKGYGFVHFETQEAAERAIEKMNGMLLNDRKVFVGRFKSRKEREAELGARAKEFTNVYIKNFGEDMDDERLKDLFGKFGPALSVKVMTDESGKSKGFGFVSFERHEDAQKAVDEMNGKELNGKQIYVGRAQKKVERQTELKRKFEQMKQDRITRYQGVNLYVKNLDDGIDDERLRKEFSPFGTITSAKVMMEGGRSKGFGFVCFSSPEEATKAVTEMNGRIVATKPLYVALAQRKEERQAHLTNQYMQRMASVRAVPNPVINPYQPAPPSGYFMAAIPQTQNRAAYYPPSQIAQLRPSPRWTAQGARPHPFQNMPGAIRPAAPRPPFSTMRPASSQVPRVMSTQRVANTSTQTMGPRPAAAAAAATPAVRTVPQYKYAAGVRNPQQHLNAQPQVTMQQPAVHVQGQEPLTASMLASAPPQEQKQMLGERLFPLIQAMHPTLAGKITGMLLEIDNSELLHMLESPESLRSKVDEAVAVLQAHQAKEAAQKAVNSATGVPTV
# Numbers without * were called inactive; i = inactive; . = no result given.
# Short keys – A = E coli Lon inh; B = MT1-MMP act inh; C = Rpn11 inh; D = CSN deneddyl inh; E = Rin1 Abl inh; F = MsrA inhibitor; G = MsrA act; H = FAS-TE inh; I = PABP1 MLLE inh
CCOC(=O)c1c(NC(=O)COC(=O)c2ccc(Cl)nc2)sc(C(=O)N(C)C)c1C
  A: -18; B: -3; C: i; D: -3; E: 4; F: 0.0; G: -4; H: 5; I: -1

CCOC(=O)C1=C(C)N=C2SCCC(=O)N2C1c1cccs1 (centres undefined)
  A: -13; B: -2; C: i; D: 2; E: -3; F: 0.7; G: -4; H: -3; I: -99

CCOC(=O)CNC(=O)C(CO)NC(=O)OCc1ccccc1 (centres undefined)
  A: -8; B: -3; C: i; D: -1; E: 2; F: 0.5; G: -1; H: -1; I: 6

COc1ccc(CC(O)CO)cc1OCc1ccccc1 (centres undefined)
  A: -4; B: -4; C: i; D: 0; E: -4; F: -2.1; G: -2; H: -3; I: 19

CCC(CC)NC(=O)Cn1c(C(C)NC(C)=O)nc2ccccc21 (centres undefined)
  A: 9; B: 1; C: i; D: 0; E: 0; F: 0.7; G: 1; H: -4; I: 11

COc1ccc(OC)c(C(c2c(C)[nH][nH]c2=O)c2c(C)[nH][nH]c2=O)c1
  A: 7; B: -7; C: i; D: 2; E: 7.9*; F: -0.2; G: -5; H: -2; I: -18

COc1ccc(-c2nc(CS(=O)CC(=O)NCc3ccccc3)c(C)o2)cc1OC (centres undefined)
  A: 14; B: 0; C: i; D: -8; E: -2; F: 0.8; G: 0; H: -3; I: 20

COc1ccc(NC(=S)N/C(=N/S(=O)(=O)c2ccc(C)cc2)c2ccccc2)cc1
  A: 0; B: 5; C: i; D: -3; E: -3; F: 1.3; G: -4; H: -2; I: 17

CCN(CC)c1ccc(S(=O)(=O)Nc2cc(Cl)ccc2Cl)cc1NC(=S)NC(=O)C1CCCC1
  A: 3; B: -24; C: i; D: -10; E: -1; F: 1.2; G: -2; H: 39; I: 34

Oc1ccc(Cl)cc1CNc1nccs1
  A: -2; B: 1; C: i; D: 3; E: 3; F: -1.4; G: 0; H: -3; I: 10

Cc1c(NC(=S)NC(=O)C2CCCCC2)c(=O)n(-c2ccccc2)n1C
  A: 5; B: -1; C: i; D: 1; E: 3; F: 0.5; G: -6; H: -12; I: 6

CC(C)/C=N/Nc1nc2c(c(=O)n(C)c(=O)n2C)n1C
  A: -3; B: 3; C: i; D: -2; E: -1; F: -0.1; G: -3; H: -9; I: 8

CC1(C)SC2C(NC(=O)C3(N)CCCCC3)C(=O)N2C1C(=O)O (centres undefined)
  A: -1; B: 4; C: i; D: 6; E: 0; F: 1.0; G: -11; H: -10; I: 8

C/C(=N\NC(=O)c1nn(C)cc1Br)c1ccncc1
  A: -7; B: 4; C: i; D: -3; E: 0; F: 1.8; G: 4; H: -13; I: -3

CCCNC(=O)C1(C)CCN(Cc2cc(C(F)(F)F)ccc2Cl)C1 (centres undefined)
  A: -12; B: 4; C: i; D: 0; E: 0; F: -0.2; G: 2; H: 5; I: 6

COc1cc(NC(=O)COc2ccc3c(C)cc(=O)oc3c2C)cc(OC)c1OC
  A: -7; B: 4; C: i; D: 1; E: 0; F: 0.3; G: 0; H: -4; I: 5

O=S(=O)(CC(CN1CCCCC1)N1CCCCC1)c1ccccc1 (centres undefined)
  A: 3; B: -13; C: i; D: -4; E: 1; F: 1.6; G: -3; H: -4; I: 15

Cc1cnc(C)c(Nc2nc(C(N)Cc3ccc(C(F)(F)F)cc3)cs2)n1 (centres undefined)
  A: -13; B: -4; C: i; D: -2; E: -4; F: -0.5; G: 5; H: -1; I: -8

Oc1ccc(C2=NN(c3ccccc3)C(c3ccc(F)cc3)C2)cc1 (centres undefined)
  A: -2; B: 4; C: i; D: 0; E: 4; F: 0.8; G: 1; H: 32; I: -9

Cc1cscc1NC(=O)/C=C/C(=O)O
  A: 2; B: 0; C: i; D: -6; E: 0; F: -0.7; G: -6; H: -8; I: 6

CCN1CCN(c2ccc(S(=O)(=O)N3CCOCC3)cc2NC(=O)c2ccc(C)cc2C)CC1
  A: -9; B: -1; C: i; D: -1; E: 1; F: -1.6; G: -2; H: -3; I: 5

CCCc1nnc(NC(=O)CC(=O)Nc2ccccc2C(=O)O)s1
  A: 8; B: -4; C: i; D: -8; E: 1; F: 0.3; G: -8; H: -8; I: 16

CCOC(=O)c1cn2nc(Oc3ccc(NC(C)=O)cc3)ccc2n1
  A: 9; B: 0; C: i; D: 3; E: -4; F: -0.3; G: -3; H: 0; I: 15

COc1cc(OC)cc(C(=O)N2CCC(N3CCN(c4ccccc4OC)CC3)CC2)c1
  A: -2; B: 3; C: i; D: -5; E: 1; F: 0.1; G: -2; H: -10; I: 10

Cc1nc(N2CCOCC2)c2cc(-c3ccccc3)sc2n1
  A: -6; B: 3; C: i; D: 1; E: -7; F: 1.4; G: 2; H: -6; I: -5

CC(C)CC(C(=O)NC(C)(C)C)N(Cc1ccccc1Cl)C(=O)c1snc(C(N)=O)c1N (centres undefined)
  A: 11; B: -7; C: i; D: 0; E: -1; F: 0.8; G: -5; H: 19; I: -1

O=C(CS(=O)(=O)c1ccccc1)N1CCCCCC1
  A: -4; B: 0; C: i; D: 2; E: 2; F: -1.4; G: -3; H: -5; I: 5

COc1cc(OC)c(C(=O)NCc2ccco2)cc1OC
  A: -9; B: 2; C: i; D: -3; E: 4; F: -0.5; G: -2; H: -6; I: 6

CCCN1CCOC(CC(=O)Nc2ccc([N+](=O)[O-])cc2)C1=O (centres undefined)
  A: -9; B: 1; C: i; D: -7; E: 4; F: 0.3; G: -1; H: 2; I: -4

C=CCOn1c(=O)c(-c2ccc(Br)cc2)[n+]([O-])c2ccccc21
  A: 2; B: 1; C: i; D: 1; E: -3; F: -0.3; G: -4; H: 1; I: -6

COc1cccc(-n2nnnc2SCC(=O)Nc2ccccc2OC)c1
  A: 0; B: -1; C: i; D: -5; E: 1; F: -1.1; G: -4; H: 11; I: -9

COc1ccc(/C=C(/NC(=O)c2ccc(OC)c(OC)c2)C(=O)NCCCn2ccnc2)cc1
  A: 4; B: 0; C: i; D: -2; E: -2; F: 1.1; G: -3; H: -3; I: -9

COc1ccc2c(c1)N(C(=O)CSc1n[nH]c(C)n1)C(C)(C)C=C2C
  A: -11; B: -2; C: i; D: 6; E: 2; F: 1.0; G: -15; H: -13; I: -4

Cc1cccc(/C=N/NC(=O)c2cc3c(s2)-c2ccccc2CC3)c1
  A: -4; B: -5; C: i; D: 14; E: 0; F: 0.0; G: -4; H: 17; I: 1

Cn1c(C(=O)OC(C(=O)NC2CCCC2)c2ccncc2)cc2sccc21 (centres undefined)
  A: -8; B: 9; C: i; D: 0; E: 5; F: 1.0; G: 0; H: 9; I: 1

O=C(c1cccc(C(F)(F)F)c1)N1CCN(S(=O)(=O)c2ccc(Cl)s2)CC1
  A: -4; B: -4; C: i; D: -2; E: 2; F: -1.1; G: -3; H: 15; I: 2

CCCCC1CCC(C(=O)N(CC(C)C)c2c(N)n(CCCC)c(=O)[nH]c2=O)CC1 (centres undefined)
  A: 6; B: -11; C: i; D: 3; E: 2; F: -1.0; G: -8; H: -6; I: -7

CCOC(=O)c1c(C2COc3ccccc3O2)csc1NC(=O)c1ccco1 (centres undefined)
  A: -3; B: -5; C: i; D: 7; E: 0; F: 0.3; G: -2; H: 25; I: 27

CCC(C)[C@H](N)c1cn([C@@H](CCCCN)C(=O)N2CCNCC2)nn1 (some centres undefined)
  A: 11; B: 3; C: i; D: -1; E: 1; F: 0.5; G: -1; H: -13; I: 5

O=c1ccc(-c2ccc(S(=O)(=O)N3CCN(c4cccc(Cl)c4)CC3)o2)n[nH]1
  A: -1; B: 0; C: i; D: 2; E: 3; F: -2.4; G: 3; H: -4; I: -5

O=C(Nc1cc(S(=O)(=O)N2CCOCC2)ccc1Cl)C1CCC1
  A: -1; B: -3; C: i; D: -1; E: 2; F: -0.8; G: -2; H: -8; I: -5

CSCC[C@H](NC(=O)COc1cc2c(c3oc(=O)c(C)c(C)c13)CCC(C)(C)O2)C(=O)O
  A: 1; B: 5; C: i; D: 1; E: 1; F: 3.2; G: -3; H: 16; I: 3

CCn1c(=O)c2cc(C(=O)Nc3ccc(OC)cc3OC)sc2c2ccccc21
  A: -4; B: 2; C: i; D: 9; E: 0; F: -0.7; G: -3; H: -3; I: -1

COc1ccc(CN2C(=O)CCC2(C)c2nnnn2-c2c(C)cccc2C)cc1OC (centres undefined)
  A: 2; B: 5; C: .; D: -10; E: .; F: -0.1; G: 3; H: -2; I: .

O=C1CC(c2cccs2)CC(O)=C1C=NCCN1CCNCC1 (centres undefined)
  A: -6; B: -1; C: i; D: 4; E: 1; F: -0.7; G: -1; H: -4; I: -2

CCOc1cc(/C=N/N=C2/NC(=O)C(CC(=O)O)S2)ccc1OCc1ccccc1Cl (centres undefined)
  A: -4; B: 1; C: i; D: 3; E: -3; F: 6.8*; G: -4; H: -3; I: -93

CCCN(C(=O)COC(=O)CCC(=O)c1ccccc1)c1c(N)n(Cc2ccccc2)c(=O)[nH]c1=O
  A: -4; B: 1; C: i; D: -2; E: -1; F: -0.8; G: -3; H: -4; I: -32

CN(C(=O)COC(=O)c1cccc(S(=O)(=O)N2CCCCCC2)c1)c1ccccc1
  A: -4; B: 7; C: i; D: 1; E: 1; F: 2.0; G: -4; H: 20; I: -6

# Structural class, those above containing a CF3 group.
# Short keys – A = E coli Lon inh; B = MT1-MMP act inh; C = Rpn11 inh; D = CSN deneddyl inh; E = Rin1 Abl inh; F = MsrA inhibitor; G = MsrA act; H = FAS-TE inh; I = PABP1 MLLE inh
CCCNC(=O)C1(C)CCN(Cc2cc(C(F)(F)F)ccc2Cl)C1 (centres undefined)
  A: -12; B: 4; C: i; D: 0; E: 0; F: -0.2; G: 2; H: 5; I: 6

Cc1cnc(C)c(Nc2nc(C(N)Cc3ccc(C(F)(F)F)cc3)cs2)n1 (centres undefined)
  A: -13; B: -4; C: i; D: -2; E: -4; F: -0.5; G: 5; H: -1; I: -8

O=C(c1cccc(C(F)(F)F)c1)N1CCN(S(=O)(=O)c2ccc(Cl)s2)CC1
  A: -4; B: -4; C: i; D: -2; E: 2; F: -1.1; G: -3; H: 15; I: 2

# Single records (already shown). Values in the order: E coli Lon inh	MT1-MMP act inh	Rpn11 inh	CSN deneddyl inh	Rin1 Abl inh	MsrA inhibitor	MsrA act	FAS-TE inh	PABP1 MLLE inh
# O=C1CC(c2cccs2)CC(O)=C1C=NCCN1CCNCC1 (centres undefined) across the screens: -6	-1	i	4	1	-0.7	-1	-4	-2
# O=C(Nc1cc(S(=O)(=O)N2CCOCC2)ccc1Cl)C1CCC1 across the screens: -1	-3	i	-1	2	-0.8	-2	-8	-5
# COc1ccc(/C=C(/NC(=O)c2ccc(OC)c(OC)c2)C(=O)NCCCn2ccnc2)cc1 across the screens: 4	0	i	-2	-2	1.1	-3	-3	-9
# COc1cccc(-n2nnnc2SCC(=O)Nc2ccccc2OC)c1 across the screens: 0	-1	i	-5	1	-1.1	-4	11	-9

# Source: PubChem (several laboratories)

# This is a random part of the collection; overall some 3.7% were active at least once.
